High-throughput results: PubChem BioAssay, Broad Institute
Wnt bcat act: Wnt/beta-catenin pathway activation. AID 743398. 300,000 compounds, 1.2% hits. Wnt/beta-catenin reporter cell assay, activator, plate reader. activation, % at 9.35 µM; in the data active = activation above about 30%, passing the limit was not always enough;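 also: 0% = neutral control wells and 100% = positive control wells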
* hit, by the source's call.

Molecule | Wnt bcat act
CCCCn1nnnc1C(c1ccccc1)N1CCC2(CC1)C(=O)NCN2c1ccccc1 (stereo not drawn) | -2.2
COc1ccc(CN2Cc3cc(-c4cccc(F)c4)ccc3-n3nncc3C2)cc1 | -1.2
O=C1C2CC(CN3CCCCC23)C2CCCCN12 (stereo not drawn) | -0.6
Cc1ccc2nc(-c3ccc(CN4CCC(n5c(=O)[nH]c6ccccc65)CC4)cc3)c(-c3ccccc3)nc2c1 | -1.3
COc1ccccc1[As](=O)(O)CC(O)COc1ccc(Cl)cc1Cl (stereo not drawn) | 0.6
O=C1NCN(c2ccccc2)C12CCN(C(c1ccccc1OC(F)(F)F)c1nnnn1C1CCCCC1)CC2 (stereo not drawn) | -2.8
O=C(COC(=O)c1cc(Br)cc(Br)c1O)NC12CC3CC(CC(C3)C1)C2 | -4.1
CCCN1CCC[C@@H]2Cc3nc(N)ncc3C[C@H]21 | 0.6
CC/C(=C\C=C\[C@@H]1C=C[C@@H]2CCC[C@H]2[C@@H]1C(=O)c1ccc[nH]1)[C@@H]1O[C@@H]([C@@H](C)C(=O)O)CC[C@@H]1C | -4.3
Fc1cccc(-c2ccc3c(c2)CN(C(=S)NCCc2ccccc2)Cc2cnnn2-3)c1 | -0.6
COc1ccc(-c2ccc3c(c2)CN(C(=O)CCc2ccccc2)Cc2cnnn2-3)cc1 | -2.2
O=C1NCN(c2ccccc2)C12CCN(C(c1nnnn1C1CCCC1)C1CC1)CC2 (stereo not drawn) | -2.1
O=C1NCN(c2ccccc2)C12CCN(C(c1cccs1)c1nnnn1Cc1ccccc1)CC2 (stereo not drawn) | -2.3
CCOC(=O)[C@]12Cc3cc(C)ccc3[C@H]1N(C)C(=O)c1cc(OC)ccc12 | -3.5
CC(C)(C)C(=O)NC1CCSC1=O (stereo not drawn) | -1.6
Cc1ccc(OC(=O)N(C)C[C@@H]2OCc3ccccc3-c3c(n(C)c4ccccc34)C(=O)N([C@H](C)CO)C[C@H]2C)cc1 | -3.7
Cc1cc(N2CCNC[C@@H]2C)ccc1N1CC[C@H](O)C1 | -1.0
Clc1cccc(N2Cc3cc(-c4ccccc4)ccc3-n3nncc3C2)c1 | -10.7
O=c1[nH]c2ccccc2n1C1CCN(Cc2ccc(-c3[nH]c4cc5ncnc5cc4nc3-c3ccccc3)cc2)CC1 | -2.4
CN1C2CCC1C(C(=O)Oc1ccccc1)C(c1ccc(Cl)cc1)C2 (stereo not drawn) | -1.6

(continued)
Molecule | Wnt bcat act
C=CCCC[C@@H]1OC(=O)CNC(=O)C([C@@H](C)CC)NC(=O)[C@@H]2CCCN2C(=O)C([C@@H](C)CC)OC(=O)[C@H](Cc2ccccc2)N(C)C(=O)[C@H](C(C)C)NC(=O)C1(C)C (stereo partly drawn) | -1.0
O=c1[nH]c2cc(Cl)ccc2n1C1CCN(Cc2ccc(-c3nc4ccc(F)cc4nc3-c3ccccc3)cc2)CC1 | -14.9
O=C(NCCN1CCC2(CC1)C(=O)NCN2c1ccccc1)c1cccs1 | -7.1
FC(F)(F)c1ccc(-c2ccc3c(c2)CNCc2cnnn2-3)cc1 | -0.9
CCOC(=O)[C@]12Cc3cc(OC)ccc3[C@H]1N(C1CCCCC1)C(=O)c1ccccc12 | -3.1
c1ccc(Cc2cnc(N3CCNCC3)nc2)cc1 | -2.9
Cc1ccc(C(=O)N[C@@H](C)CN2C3=NC[C@@H](Cc4ccccc4)N3C[C@H]2Cc2ccc(O)cc2)cc1Br | 23.8
O=C(O)COc1cc(Cl)c(Cl)cc1Cl | 6.1
COc1cccc(C(c2nnnn2-c2ccc3c(c2)OCCO3)N2CCC3(CC2)C(=O)NCN3c2ccccc2)c1OC (stereo not drawn) | -1.4
c1ccc2c[n+](CCCCCCCCCC[n+]3ccc4ccccc4c3)ccc2c1 | -2.1
O=C(NCCN1CCC2(CC1)C(=O)NCN2c1ccccc1)c1cccc(F)c1 | -3.9
Cc1ccc2nc(-c3ccc(CN4CCC(n5nnc6ccccc65)CC4)cc3)c(-c3ccccc3)nc2c1 | -0.5
c1ccc(-c2nc3ccccc3nc2-c2ccc(CN3CCC(n4nnc5ccccc54)CC3)cc2)cc1 | -10.1
CCOC(=O)c1cc2cc(OC)ccc2n1C1CCN(Cc2ccccc2)CC1 | -1.5
N#Cc1ccc2nc(-c3ccc(CN4CCC(n5c(=O)[nH]c6cc(Cl)ccc65)CC4)cc3)c(-c3ccccc3)nc2c1 | -0.9
Cc1ccc(N2Cc3ccccc3-n3nncc3C2)cc1 | 1.9
COc1ccc(-c2ccc3c(c2)CN(CC(C)C)Cc2cnnn2-3)cc1 | -0.7
CN1C2(C)c3ccccc3C1(c1ccccc1)c1ccccc12 | -0.3
CC12Nc3ccccc3C(=O)N1Cc1cnnn1-c1ccccc12 (stereo not drawn) | -3.4
CN1C(=O)NC(=O)/C(=C\C=C\c2ccccc2[N+](=O)[O-])C1=O | 0.6

New compounds follow.
Molecule | Wnt bcat act
COc1ccc(C(=O)C2CCCN(CCc3ccccc3)C2)cc1OC (stereo not drawn) | -1.3
COC(=O)C1=C(c2ccc(OC(F)(F)F)cc2)C[C@@H]2CC[C@H]1N2C(=O)N1CCc2cc(OC)c(OC)cc2C1 | -0.8
COc1ccc(CN2Cc3cc(N4CCOCC4)ccc3-n3nncc3C2)cc1 | 0.8
CC(C)(C)n1nnnc1C(c1cc2ccccc2o1)N1CCC2(CC1)C(=O)NCN2c1ccccc1 (stereo not drawn) | -3.9
CC(C)S(=O)(=O)N1Cc2ccc(Br)cc2-n2nncc2C1 | -3.2
CC(C)(C)n1nnnc1C(c1cccs1)N1CCC2(CC1)C(=O)NCN2c1ccccc1 (stereo not drawn) | -1.6
Oc1ccc2c3c1O[C@H]1c4[nH]c5c(c4CC4(O)C(C2)N(CC2CC2)CCC314)CC1(O)[C@H]2Cc3ccc(O)c4c3[C@@]1(CCN2CC1CC1)C5O4 (stereo partly drawn) | 2.6
O=c1[nH]c(=O)n(-c2ccccc2)c(O)c1C=NC12CN3CN(CN(C3)C1)C2 | -0.9
COc1ccc(-n2nnnc2C(c2ccccc2)N2CCC(n3c(=O)[nH]c4ccccc43)CC2)cc1 (stereo not drawn) | -2.9
O=C(NCP(=O)(Oc1ccccc1)Oc1ccccc1)OCc1ccccc1 | -0.3
Cc1cc2c(C(C)C)c(O)c(O)c(C=O)c2c(O)c1-c1c(C)cc2c(C(C)C)c(O)c(O)c(C=O)c2c1O | -19.2
CCOC(=O)[C@]12Cc3cc(OC)ccc3[C@H]1N(CC(=O)OC)C(=O)c1ccccc12 | -1.9
COC(=O)[C@@H]1N=C(c2ccc(OC)cc2)O[C@]12C(=O)N(Cc1ccccc1)c1ccccc12 | -2.0
O=P1(NCCCl)OCCC(OO)N1CCCl (stereo not drawn) | -1.4
COc1ccc(C(c2nnnn2C2CCCC2)N2CCC3(CC2)C(=O)NCN3c2ccccc2)cc1 (stereo not drawn) | -1.7
O=C(O)CCl | 2.6
CCOC(=O)[C@]12Cc3cc(C)ccc3[C@H]1N(Cc1ccccc1)C(=O)c1cc(F)c(F)cc12 | -5.4
COc1ccc(CC2=NCCc3cc(OC)c(OC)cc32)cc1OC | 4.4
CCOC(=O)[C@]12Cc3ccccc3[C@H]1N(C)C(=O)c1cc(OC)ccc12 | -1.8
COc1ccc2c(c1)C1OCCNC1CC2 (stereo not drawn) | -3.0

Reprinted at random: 2 compounds from above, in no set order.
Molecule | Wnt bcat act
CC(C)(C)n1nnnc1C(c1cccs1)N1CCC2(CC1)C(=O)NCN2c1ccccc1 (stereo not drawn) | -1.6
COc1ccc(CC2=NCCc3cc(OC)c(OC)cc32)cc1OC | 4.4

An excerpt taken from the entries so far, for reference:
Molecule | Wnt bcat act
COc1ccc(-c2ccc3c(c2)CN(CC(C)C)Cc2cnnn2-3)cc1 | -0.7
CN1C2(C)c3ccccc3C1(c1ccccc1)c1ccccc12 | -0.3
CC12Nc3ccccc3C(=O)N1Cc1cnnn1-c1ccccc12 (stereo not drawn) | -3.4
CN1C(=O)NC(=O)/C(=C\C=C\c2ccccc2[N+](=O)[O-])C1=O | 0.6
COc1ccc(C(=O)C2CCCN(CCc3ccccc3)C2)cc1OC (stereo not drawn) | -1.3
COC(=O)C1=C(c2ccc(OC(F)(F)F)cc2)C[C@@H]2CC[C@H]1N2C(=O)N1CCc2cc(OC)c(OC)cc2C1 | -0.8
COc1ccc(CN2Cc3cc(N4CCOCC4)ccc3-n3nncc3C2)cc1 | 0.8
CC(C)(C)n1nnnc1C(c1cc2ccccc2o1)N1CCC2(CC1)C(=O)NCN2c1ccccc1 (stereo not drawn) | -3.9
CC(C)S(=O)(=O)N1Cc2ccc(Br)cc2-n2nncc2C1 | -3.2
CC(C)(C)n1nnnc1C(c1cccs1)N1CCC2(CC1)C(=O)NCN2c1ccccc1 (stereo not drawn) | -1.6
Oc1ccc2c3c1O[C@H]1c4[nH]c5c(c4CC4(O)C(C2)N(CC2CC2)CCC314)CC1(O)[C@H]2Cc3ccc(O)c4c3[C@@]1(CCN2CC1CC1)C5O4 (stereo partly drawn) | 2.6
O=c1[nH]c(=O)n(-c2ccccc2)c(O)c1C=NC12CN3CN(CN(C3)C1)C2 | -0.9
COc1ccc(-n2nnnc2C(c2ccccc2)N2CCC(n3c(=O)[nH]c4ccccc43)CC2)cc1 (stereo not drawn) | -2.9
O=C(NCP(=O)(Oc1ccccc1)Oc1ccccc1)OCc1ccccc1 | -0.3
Cc1cc2c(C(C)C)c(O)c(O)c(C=O)c2c(O)c1-c1c(C)cc2c(C(C)C)c(O)c(O)c(C=O)c2c1O | -19.2
CCOC(=O)[C@]12Cc3cc(OC)ccc3[C@H]1N(CC(=O)OC)C(=O)c1ccccc12 | -1.9
COC(=O)[C@@H]1N=C(c2ccc(OC)cc2)O[C@]12C(=O)N(Cc1ccccc1)c1ccccc12 | -2.0
O=P1(NCCCl)OCCC(OO)N1CCCl (stereo not drawn) | -1.4
COc1ccc(C(c2nnnn2C2CCCC2)N2CCC3(CC2)C(=O)NCN3c2ccccc2)cc1 (stereo not drawn) | -1.7
O=C(O)CCl | 2.6
CCOC(=O)[C@]12Cc3cc(C)ccc3[C@H]1N(Cc1ccccc1)C(=O)c1cc(F)c(F)cc12 | -5.4

Additional entries:
Molecule | Wnt bcat act
CS(=O)(=O)N1CCC2CCNC2C1 (stereo not drawn) | -0.5
CCCCn1nnnc1C(c1ccc(OC)cc1)N1CCC2(CC1)C(=O)NCN2c1ccccc1 (stereo not drawn) | -0.2
O=S(=O)(c1cc(Cl)cc(Cl)c1)N1Cc2cc(N3CCOCC3)ccc2-n2nncc2C1 | 2.0
C[C@@H]1COc2cccc(N3CCN(C)CC3)c2S(=O)(=O)N1 | -3.4
O=C1NCN(c2ccccc2)C12CCN(C(c1cc3ccccc3o1)c1nnnn1-c1ccc3c(c1)OCCO3)CC2 (stereo not drawn) | -2.6
Cn1cc2c([N+](=O)[O-])cc([N+](=O)[O-])cc2n1 | 1.3
COC(=O)C1CC(OC(C)=O)C(=O)[C@H]2C1(C)CC[C@H]1C(=O)OC(c3ccoc3)CC12C (stereo partly drawn) | -3.4
CC(C)(C)n1nnnc1C(CCc1ccccc1)N1CCC2(CC1)C(=O)NCN2c1ccccc1 (stereo not drawn) | -5.0
CCCCn1nnnc1C(CCc1ccccc1)N1CCC2(CC1)C(=O)NCN2c1ccccc1 (stereo not drawn) | -4.8
O=S(=O)(c1ccccc1)N1CCC2CCNC2C1 (stereo not drawn) | 0.4
COc1ccc2nc(-c3ccc(CN4CCC(n5nnc6ccccc65)CC4)cc3)c(-c3ccccc3)nc2c1 | -6.5
COc1ccc(C(c2nnnn2-c2ccc(OC)cc2)N2CCC3(CC2)C(=O)NCN3c2ccccc2)cc1 (stereo not drawn) | -3.2
Cc1cccc(C)c1-n1nnnc1C(C1CC1)N1CCC2(CC1)C(=O)NCN2c1ccccc1 (stereo not drawn) | -2.6
O=C1NCN(c2ccccc2)C12CCN(C(CCc1ccccc1)c1nnnn1-c1ccc3c(c1)OCCO3)CC2 (stereo not drawn) | -0.8
CCOC(=O)[C@]12Cc3cc(OC)ccc3[C@H]1N(Cc1ccccc1)C(=O)c1cc(OC)ccc12 | -2.6
COc1ccc(-n2nnnc2C(c2ccnc3ccccc23)N2CCC3(CC2)C(=O)NCN3c2ccccc2)cc1 (stereo not drawn) | -1.6
N#CCCC#N | 1.5
CSCCC(c1nnnn1C(C)(C)C)N1CCC(n2c(=O)[nH]c3ccccc32)CC1 (stereo not drawn) | -1.3
Nc1ccc(CC(N)c2csc(Nc3ncccn3)n2)cc1 (stereo not drawn) | 21.4
CN1C[C@H](O)[C@H]2C[C@@H]1c1ccccc1O2 | -0.3
C=CCN(CC=C)Cc1c[nH]c2ccccc12 | 1.3
c1ccc2c3c(ccc2c1)OCC1CONC31 (stereo not drawn) | -1.4
COc1cccc(C(c2nnnn2Cc2ccccc2)N2CCC(n3c(=O)[nH]c4ccccc43)CC2)c1OC (stereo not drawn) | -2.3

These rows are one share of the data. The share of hits here may be higher or lower than overall.
